Screening data (PubChem BioAssay)
SRC1 TRFRET art: TR-FRET artefact, counter-screen to PPARgamma/SRC-1 agonist assay. TR-FRET ratio at 8 µM. TR-FRET detection artefact counter-screen, emission ratio; active compounds read high. actives 0.34% (n = 99,000); in the data active = TR-FRET ratio above about 2300; also: inactives centre near 1800; reference of the scale not given here
SRC3 TRFRET art: flags TR-FRET format artefacts in PPARgamma SRC-3 recruitment agonist screen; TR-FRET artefact counter-screen, PPARgamma/SRC-3 format; active compounds read high; TR-FRET ratio at 8 µM; actives 0.39% (n = 99,000); in the data active = TR-FRET ratio above about 2000; also: inactives centre near 1600; reference of the scale not given here
An asterisk follows results filed as active.

Each structure is followed by: SRC3 TRFRET art, SRC1 TRFRET art
COc1ccc(C(=O)C2CN(C)CC2c2ccc(Cl)cc2)cc1 (stereo not drawn)
→ 1591, 1618
COc1ccc(-n2c(O)c(/C=C/C=Nc3ccccc3)c(=O)[nH]c2=O)cc1
→ 1558, 1659
Cc1ccccc1CN1CCN(C(=O)Cc2ccccc2)CC1
→ 1499, 1674
O=C1NC(=O)N(c2ccc(Br)cc2)C(=O)/C1=C/c1ccsc1
→ 1800, 1893
COc1ccc(C(=O)c2nc3ccccc3n2C(C)C)cc1
→ 1606, 2135
CCOC(=O)CSCCOc1ccc(C=C2C(=O)NC(=O)NC2=O)cc1OC
→ 1595, 1713
COc1ccc(C(=O)C2CCCN(C3CSCCSC3)C2)c(OC)c1 (stereo not drawn)
→ 1562, 1659
Clc1ccc(COC(Cn2ccnc2)c2ccc(Cl)cc2Cl)cc1 (stereo not drawn)
→ 1452, 1801
O=C(O)Cn1cc(/C=C2\C(=O)NC(=O)N(Cc3ccco3)C2=O)c2ccccc21
→ 1427, 1789
COc1c(O)ccc2c1-c1c3c(cc4c1C(C2)N(C)CC4)OCO3 (stereo not drawn)
→ 1656, 1746
CC(=O)c1c(C)n(Cc2ccccc2Cl)c2ccc(O)cc12
→ 1468, 1752
O=C1NC(=O)N(c2ccccc2)C(=O)/C1=C/c1ccoc1
→ 1487, 1739
Cn1c(O)c(N=Nc2cccc(S(=O)(=O)N3CCOCC3)c2)c(=O)n(C)c1=O
→ 1632, 1634
Cc1cc(N2CCOCC2)ccc1/C=C1\C(=O)NC(=O)N(c2ccccc2)C1=O
→ 1643, 1560
O=C(Nc1ccc(F)cc1F)c1cccn(Cc2ccccc2)c1=O
→ 1286, 1644

Entries from the list above that have a furan ring, fused or not:
Each structure is followed by: SRC3 TRFRET art, SRC1 TRFRET art
O=C(O)Cn1cc(/C=C2\C(=O)NC(=O)N(Cc3ccco3)C2=O)c2ccccc21
→ 1427, 1789
O=C1NC(=O)N(c2ccccc2)C(=O)/C1=C/c1ccoc1
→ 1487, 1739

Next records:
Each structure is followed by: SRC3 TRFRET art, SRC1 TRFRET art
Cc1cc(Cl)ccc1C(=O)C1CCCN(Cc2ccon2)C1 (stereo not drawn)
→ 1407, 1469
O=C1NC(=O)C2=Cc3ccc(O)cc3OC2(O)N1 (stereo not drawn)
→ 1561, 1895
CCCCn1c(N)c(N(CCOC)C(=O)CN2CC=C(c3ccccc3)CC2)c(=O)[nH]c1=O
→ 1688, 1702
CCCCS(=O)(=O)N1CCN(C(=N)N[N+](=O)[O-])CC1
→ 1496, 2040
Cc1nn(Cc2ccc(Cl)cc2Cl)c(Cl)c1C(=O)O
→ 1596, 1897
Cc1nc2cc(C(F)(F)F)ccc2n1C1CCN(Cc2nnnn2Cc2cccs2)CC1
→ 1469, 1984
CN1C[C@@H]2C[C@@H](c3cccn3-c3ccccn3)N3CCC[C@@]23C1=O
→ 1480, 1565
S=C1Nc2ccccc2Sc2ccccc21
→ 1632, 1863
COc1ccc(/C=C2\C(=O)NC(=O)N(Cc3ccccc3)C2=O)c(OC)c1OC
→ 1687, 1999
CCOCCc1c(O)[nH]c(=S)[nH]c1=O
→ 1537, 1831
Cc1ccc(/C=C2\C(=O)NC(=S)N(c3ccccc3F)C2=O)s1
→ 1505, 1780
COc1ccc(/C=C2\C(=O)NC(=O)N(CCC3=CCCCC3)C2=O)c(OC)c1
→ 1526, 1748
COc1ccc(-n2c(/C=C3\C(=O)Nc4ccccc43)nc3ccccc3c2=O)cc1
→ 1713, 2024
CC(=O)N1CCCSC1=Nc1ccccc1
→ 1495, 1862
CC(C)NC(C)C(=O)c1ccc2ccccc2c1 (stereo not drawn)
→ 1504, 1970

Pulled by compound from the list above:
Each structure is followed by: SRC3 TRFRET art, SRC1 TRFRET art
O=C1NC(=O)N(c2ccc(Br)cc2)C(=O)/C1=C/c1ccsc1
→ 1800, 1893
O=C1NC(=O)N(c2ccccc2)C(=O)/C1=C/c1ccoc1
→ 1487, 1739

More results follow:
Each structure is followed by: SRC3 TRFRET art, SRC1 TRFRET art
COc1c(C)cc(C(=O)C2CCCN(C3CCOCC3)C2)cc1C (stereo not drawn)
→ 1821, 1946
O=C1N=c2ccccc2=C/C1=C\c1c(O)[nH]c(=S)[nH]c1=O
→ 1460, 1871
OCC#CC[N+]1(CC#Cc2ccccc2)CCOCC1
→ 1539, 2038
C[N+](C)(C)CCc1ccc(O)cc1
→ 1656, 1959
CCOC(=O)c1c(/N=C/C2C(=O)NC(=S)NC2=O)sc(C)c1C
→ 1722, 1933
COc1ccc(-c2[nH]ncc2CNC(C)Cc2cccc(C)n2)cc1F (stereo not drawn)
→ 1620, 1670
Cn1c(O)c(C(=NCCc2c[nH]c3ccccc23)c2ccccc2)c(=O)n(C)c1=O
→ 1425, 1789
N#Cc1ccccc1Cn1cc(C(=O)c2ccccc2F)c2ccccc21
→ 1482, 1704
C=CCN1C(=O)NC(=O)/C(=C/c2cc3c4c(c2)CCCN4CCC3)C1=O
→ 1866, 2082
C[C@]12CC(=CO)C(=O)C[C@@H]1CC[C@@H]1[C@@H]2CC[C@@]2(C)[C@H]1CC[C@]2(C)O
→ 1562, 1535
CCOC(=O)c1c(/N=C/C2C(=O)NC(=S)NC2=O)sc2c1CCC2
→ 1569, 1842
CCC(C)n1c(O)c(/C=N/Nc2ccccc2)c(=O)[nH]c1=S (stereo not drawn)
→ 1559, 2009
CC1(C)CC(CCNCc2ccc3c(c2)OCO3)(Cc2ccccc2)CCO1 (stereo not drawn)
→ 1800, 1761
CCCOc1ccc(N2C(=O)CC(N3CC=C(c4ccccc4)CC3)C2=O)cc1 (stereo not drawn)
→ 1618, 1742
Cn1cc(C(=O)NP(=O)(N2CCOCC2)N2CCOCC2)c2ccccc21
→ 1855, 1872
CCn1c(O)c(C=Nc2ccc(S(N)(=O)=O)cc2)c(=O)[nH]c1=S
→ 1697, 2138
COc1ccc(C(=O)C23CN4CN(CN(C4)C2)C3)cc1
→ 1554, 1575
CC/C(CC(c1ccccc1)c1c(O)c2ccccc2oc1=O)=N\NC(N)=S (stereo not drawn)
→ 1444, 1951
CCOc1ccc(Cl)cc1CNCCc1ccc(F)cc1
→ 1443, 1602
Cc1nn(Cc2ccccc2)c(Cl)c1C(=O)OCC(=O)Nc1cccc2ccccc12
→ 1636, 1945
CN(C)C(=O)Oc1cccc(OCc2n(C)c3ccccc3[n+]2C)c1
→ 1732, 2006
CN1CCC(OC(=O)Cc2ccccc2)CC1
→ 1548, 1763
Cc1cccc(OP(=O)(NCc2ccccc2)Oc2cccc(C)c2)c1
→ 1840, 2044
CCOc1c(Cl)cc(CNC(C)C(O)c2ccccc2)cc1OC (stereo not drawn)
→ 1292, 1752
O=C(N/N=C/c1c(O)n(Cc2ccc(F)cc2)c(=O)[nH]c1=O)c1ccccc1O
→ 1596, 1869
CN1C(=O)C(=Cc2ccc(SC3CCCCC3)o2)C(=O)N(C)C1=O
→ 1522, 1805
O=C(Cc1ccccc1)NC(Oc1ccccc1Cl)C(Cl)(Cl)Cl (stereo not drawn)
→ 1596, 1669
O=c1c2ccccc2nc(Cc2ccccc2)n1-c1ccc(O)cc1
→ 1337, 1293
NCC1(CC(=O)O)CCCCC1
→ 1654, 1771
CCOC(=O)C1(Cc2ccc(Cl)cc2)CCN(C(C)CCn2cccn2)CC1 (stereo not drawn)
→ 1432, 1653
O=C1NC(=O)C(CCc2ccncc2)(CCc2ccncc2)C(=O)N1Cc1ccccc1
→ 1651, 1801
O=C1Nc2ccccc2Sc2ccccc21
→ 1273, 1704
Cc1ccc(-c2nc(N3CCOCC3)s[n+]2-c2ccccc2)cc1
→ 1511, 1634
CS(=O)(=O)Nc1ccc(Cc2noc(-c3ccc4[nH]cc(CCN)c4c3)n2)cc1
→ 1445, 1680
CN1CCN(S(=O)(=O)c2ccc(Cl)nc2)CC1
→ 1448, 1720
COc1ccc(C)cc1NC1=NC(C)(C)CS1
→ 1567, 2010
Cc1ccc(S(=O)(=O)CC(=O)c2cc(C)c(OC(=O)N(C)C)c(C)c2)cc1
→ 1494, 2129
COc1cccc(OC)c1C1=NCC(=O)Nc2c1oc1ccc(Br)cc21
→ 1597, 1816
CC1CN(c2ccc([N+](=O)[O-])cc2Cl)CCN1 (stereo not drawn)
→ 1521, 1650
CC[N+]12CCC(CC1)C(=C(c1ccccc1)c1ccccc1)C2
→ 1500, 1593
NC(=S)N/N=C/c1coc2ccccc2c1=O
→ 1569, 2057
O=C(c1cc(C(=O)NCc2ccccc2)c(=O)n(Cc2ccccc2)c1)c1cc(Br)ccc1O
→ 1638, 1810
Cc1nn(Cc2ccccc2Cl)c(Cl)c1C(=O)OCC(=O)NC(=O)NC1CCCCC1
→ 1639, 1895
Cc1ncc(CN2CCCC(C(=O)c3cccc(OC(C)C)c3)C2)s1 (stereo not drawn)
→ 1485, 1552
O=c1c2ccccc2nc(-c2ccccc2)n1-c1ccc(O)cc1
→ 1589, 1919
Cc1[nH]c2ccccc2c1C(=O)C(=O)N1CCC2(CC1)OCCO2
→ 1402, 1742
COc1ccc(C(C)=O)cc1CC(C(=O)c1ccc(Br)cc1)N(C)C (stereo not drawn)
→ 1421, 1690
COc1ccc(-n2c(C)cc(C(=O)C[N+]34CCN(CC3)CC4)c2C)cc1
→ 1676, 1906
CN1C2CCC1CC(OC(=O)c1ccc([N+](=O)[O-])cc1)C2 (stereo not drawn)
→ 1543, 1581
COc1cccc(C2CC3C(=O)C=CC2N3Cc2ccccc2)c1 (stereo not drawn)
→ 1747, 1815
COc1ccc(F)cc1C(=O)C1CCCN(Cc2cnc(C)s2)C1 (stereo not drawn)
→ 1602, 1685
O=C1NC(=O)C(=Cc2cc([N+](=O)[O-])ccc2N2CCCCC2)C(=O)N1
→ 1536, 1810
CC(C)C[C@H](NC(=O)[C@@H]1CCCN1C(=O)[C@@H](N)Cc1ccc(O)cc1)C(=O)NCC(N)=O
→ 1499, 1625
O=C(Cn1ncc2c3ccccc3n(Cc3ccccc3F)c2c1=O)N1CCC2(CC1)OCCO2
→ 1499, 2074
COc1cccc(CCNCc2cccc(C(F)(F)F)c2)c1
→ 1720, 1790
Clc1ccc(OCC#CCN2CCCCCC2)cc1
→ 1524, 1697
CC(ON1CC1(C(F)(F)F)C(F)(F)F)(C(N)=O)C(N)=O (stereo not drawn)
→ 1645, 1706
CCN(CC)P(=O)(c1nccn1C)N(CC)CC
→ 1483, 1873
Nc1nc(SCCC(F)=C(F)F)n[nH]1
→ 1611, 1676
CC(C)n1c(=O)c(C=Nc2ccc(F)cc2)c(O)n(Cc2ccco2)c1=O
→ 1204, 1969

More structures
Each structure is followed by: SRC3 TRFRET art, SRC1 TRFRET art
COc1cc(OC)cc(-n2nc(C(=O)N3CCC4(CC3)OCCO4)c3ccccc3c2=O)c1
→ 1743, 1780
COc1ccc(CNCC(=O)N2CCC3(CC2)OCCO3)cc1
→ 1442, 1874
O=C1CCN(C(=O)C(Cl)Cl)N1
→ 1361, 1862
COc1ccc2oc3c(c2c1)NC(=O)CN=C3c1ccccc1
→ 1248, 1677
NCCCC(=O)OC1N=C(c2ccccc2Cl)c2cc(Br)ccc2NC1=O (stereo not drawn)
→ 1749, 1790
FC(F)(F)C1=NC(C(F)(F)F)=NP(N2CCOCC2)(N2CCOCC2)=N1
→ 1473, 1635
COC(=O)c1ccc(N2CCN(C)CC2)c([N+](=O)[O-])c1
→ 1755, 1848
CCOc1ccccc1N=C1SCCCN1C
→ 1532, 1826
CCNC(=O)[C@H]1O[C@@H](n2cnc3c(N)ncnc32)[C@H](O)[C@@H]1O
→ 1478, 1641
CCN1C(=O)/C(=C/c2ccc3c(c2)CCN3CCCCl)C(=O)NC1=S
→ 1695, 2220
COc1ccc(C2N3CC(C)(C)CN23)cc1 (stereo not drawn)
→ 1682, 1740
COc1cccc(NP(=O)(Oc2ccccc2)Oc2ccccc2)c1
→ 1662, 1794
CN1C(=O)C(=Cc2ccc(-c3cccc(Cl)c3)o2)C(=O)N(C)C1=O
→ 1854, 2033
Cc1nn(Cc2ccccc2)c(Cl)c1C(=O)Nc1ccc(OC(F)(F)F)cc1
→ 1262, 1734
O=C(CCCN1CCC2(CC1)C(=O)NCN2c1ccccc1)c1ccc(F)cc1
→ 1607, 1790
Cn1cc(C(=O)N2CCCCC2)c2ccccc21
→ 1645, 1746
Cc1ccc(N2C(=O)NC(=O)/C(=C\c3cnc(-c4ccccc4)nc3)C2=O)cc1
→ 1435, 1788
CC(=O)Nc1ccc(OCCF)cc1
→ 1602, 1733
Cn1c(O)c(/C=C/C=Nc2ccccc2)c(=O)n(C)c1=S
→ 1441, 1682
CCOC(=O)c1c(C)n(Cc2ccccc2)c2ccc(OCC(O)Cn3nc(C)nc3C)cc12 (stereo not drawn)
→ 1451, 1748
CCCOC(=O)C1C2c3ccccc3C(c3ccccc32)C1C(=O)O (stereo not drawn)
→ 1510, 1741
O=c1cccc2n1CC1CC2CN(c2ncnc3c2cnn3-c2ccccc2)C1 (stereo not drawn)
→ 1692, 1990
CN(C)C(=O)Oc1ccc(OCc2n(C)c3ccccc3[n+]2C)cc1
→ 1379, 1897
COC(=O)C1C(OC(=O)c2ccccc2)CC2CCC1N2C (stereo not drawn)
→ 1566, 1855
Cc1ccc2c(c1)C1CN(C)CCC1N2C(=O)Cc1cccs1 (stereo not drawn)
→ 1481, 1894
Fc1ccc(C(OCCN2CCCC2)c2ccc(Br)cc2)cc1 (stereo not drawn)
→ 1427, 1546
O=C1C(=O)c2cccc3cccc1c23
→ 1451, 1792
CC(C)Cc1nnc(NC(=O)CCC(=O)N2CCN(CCOC(c3ccccc3)c3ccccc3)CC2)s1
→ 1473, 1681
Cc1cc(C)cc(N2C(=O)NC(=O)/C(=C\C=C\c3ccco3)C2=O)c1
→ 1579, 1792
C=CCN1C(=O)NC(=O)/C(=C/c2ccc(N(C)C)c(Br)c2)C1=O
→ 1593, 1580
O=C1NC(=O)C(C/C=C/c2ccccc2)C(=O)N1
→ 1773, 1604
N=c1c2c(n(Cc3ccc(Cl)cc3Cl)c3c1CCC3)CCCC2
→ 1574, 1789
O=[N+]([O-])c1ccc(Nc2ccccc2)cc1
→ 1525, 1615

The list is partial; the hit share may differ from the screen's.
